Compound activity deposited in PubChem by several laboratories.
dFosB activator: enhances mouse delta FosB homodimer DNA binding; P13346; purified delta FosB, TAMRA-CDK5 oligo fluorescence polarization; percent of positive-control signal above neutral wells; activation, % at 25 µM; actives 0.99% (n = 340,000);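 active means mean activation above about 17%, with every replicate also reaching it, limit read from the data, passing the limit was not always enough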;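 further: fluorescence polarization rise as delta FosB binds a TAMRA Cdk5 AP-1 oligo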
Target sequence (P13346 whole entry, looked up): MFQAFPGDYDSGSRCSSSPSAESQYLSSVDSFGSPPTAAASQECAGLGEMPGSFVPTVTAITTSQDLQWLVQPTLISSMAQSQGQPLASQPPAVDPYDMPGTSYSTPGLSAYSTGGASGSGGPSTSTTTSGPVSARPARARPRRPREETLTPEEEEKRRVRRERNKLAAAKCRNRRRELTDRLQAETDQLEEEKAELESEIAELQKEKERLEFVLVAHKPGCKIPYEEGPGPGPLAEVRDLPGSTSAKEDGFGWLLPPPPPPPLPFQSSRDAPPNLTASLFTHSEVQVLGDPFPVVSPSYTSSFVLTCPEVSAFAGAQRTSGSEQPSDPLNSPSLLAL
PKA-R1A activ: activators of PKA-R1A complex. AID 504707. P00514+P68181. actives 0.083% (n = 340,000). activation, % at 11.4 µM. PKA-R1A dissociation, Cy5-IP20 fluorescence polarization; scaled: DMSO 0%, 113 µM cGMP 100%;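 active means percent activation above the mean of all tested compounds plus 3 SD, cut at about 19% in these data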;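 further: higher means more PKAc released from R1A so a rise in polarization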
DSG3 Ab inh: inhibitors of pemphigus antibody binding to human desmoglein-3; P32926; DSG3-coupled beads, scFv-anti-DSG3-GFP binding, flow cytometry; stronger effect = lower value; binding (percent of control), % at 10 µM; actives 0.48% (n = 310,000); AID 588358;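 active means binding more than 3 SD below its plate's average and above zero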;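 further: hits lower antibody fragment binding to DSG3; some compounds called inactive have numbers as strong as hits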
PKA-R2B act: PKA-R2B complex activation; activation, % at 11.4 µM; PKA-R2B holoenzyme dissociation, Cy5-IP20 fluorescence polarization; R2B truncated from residue 108, S112A mutant; 0% DMSO only, 100% 113 µM cGMP; actives 0.079% (n = 340,000);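 active means activation above a cutoff set at the mean over all compounds plus 3 SD, cut at about 18% in these data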;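 further: higher means more holoenzyme dissociation and a rise in polarization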
Target sequence (P31323 whole entry, looked up, other chains not shown, the tested form may be a part): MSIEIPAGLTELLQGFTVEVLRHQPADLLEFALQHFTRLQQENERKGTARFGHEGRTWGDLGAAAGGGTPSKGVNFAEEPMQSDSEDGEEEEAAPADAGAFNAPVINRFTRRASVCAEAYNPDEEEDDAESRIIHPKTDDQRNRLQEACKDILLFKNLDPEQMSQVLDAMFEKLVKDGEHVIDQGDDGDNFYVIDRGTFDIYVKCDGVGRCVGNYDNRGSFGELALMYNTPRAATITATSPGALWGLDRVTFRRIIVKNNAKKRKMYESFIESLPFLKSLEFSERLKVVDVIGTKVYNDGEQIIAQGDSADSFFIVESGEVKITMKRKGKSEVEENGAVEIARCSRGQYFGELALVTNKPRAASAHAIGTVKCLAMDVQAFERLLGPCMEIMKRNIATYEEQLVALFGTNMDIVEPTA
Mot1-301 SUMO: inhibitors of SUMOylation pathway: yeast Mot1-301 growth rescue | S. cerevisiae Mot1-301 growth rescue, ATP luminescence, 38.5C; percent above DMSO median, 100 means doubled | growth rescue, % at 18.8 µM | actives 1% (n = 320,000);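 active means every valid replicate shows activation above 250% relative to neutral control wells; inactive means the rest, any valid replicate at or below 250%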;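 further: OY570 slx delta 5 strain wells were the positive control but not used for scaling; some compounds called inactive have numbers as strong as hits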
MITF act: MITF TRPM1 promoter activation in melanoma cells | SK-MEL-5 TRPM1-promoter luciferase, 24 h; % of positive control, neutral wells = 0 | activation, % at 12.5 µM | actives 0.75% (n = 300,000) | AID 588334;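 active means mean activation of at least 80% with every replicate also reaching 80%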;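 further: 0% = neutral control wells and 100% = parthenolide positive control wells; values of inactives mirror those of a sister screen read the other way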
CDK5 p35 inh: blocks human CDK5/p35 kinase activity; inhibition, % at 10 µM; Recombinant CDK5/p35, ADP-Glo luminescence, 60 min; actives 0.01% (n = 330,000); Q00535+Q15078;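 active means highest replicate inhibition of at least 50% and at least 75% of replicates reaching 50%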;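 further: plate controls were DMSO neutral control for no effect and GW8510 at 10 µM for full effect; many of its hits are not listed in these tables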
Arrestin-AP2 inh: human beta-arrestin and AP2 interaction inhibition; FITC-arrestin peptide / GST-AP2 beads, flow cytometry; AP2 beta2 appendage carries R879A mutation; inhibition, % at 10 µM; actives 0.31% (n = 340,000);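 active means inhibition above a set limit, near 3 SD of compounds lacking own fluorescence, cut at about 54% in these data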;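 further: plate controls were DMSO wells for no effect and 5 µM unlabelled arrestin peptide for full effect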
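Measured by: flow cytometry, FL1 (488/535 nm); Material: AP2 appendage R879A on GSH beads; Evaluation: percent response; Timing: pre-incubation 12 min, peptide binding 1 h, room temperature; Also added: 50 nM FITC-arrestin peptide; Medium: PBS with 0.05% Tween 20 and 0.1% BSA.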
SR-BI uptake up: enhances SR-BI lipid uptake from DiI-HDL; CHO ldlA[mSR-BI] cells, DiI-HDL uptake fluorescence, 3 h; 100 = double the neutral-control signal; activation, % at 12.5 µM; actives 0.096% (n = 320,000); AID 504775;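 active means mean replicate activation of at least 60% and every replicate at or above 60%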;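 further: 0% = median plate neutral-control signal and 100% = twice that signal; values of inactives mirror those of a sister screen read the other way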
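material = CHO ldlA[mSR-BI] cells | medium = Ham's F12 with 0.5% BSA, HEPES 25 mM, pH 7.4 | reagent = fluorescent DiI-HDL, 10 µg/mL final | compound dosing = single-point compound dose | incubation = 3 h, 37 °C | measured by = bottom-read fluorescence, 550/595 nm | measure = HDL uptake via cellular fluorescence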
SR-BI DiI inh: blocks mouse SR-BI lipid uptake from DiI-HDL. Q61009. ldlA[mSR-BI] CHO cells, DiI-HDL uptake fluorescence, 3 h. inhibition, % at 12.5 µM. actives 0.96% (n = 320,000);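 active means mean replicate inhibition of at least 70% and a set share of replicates each scoring 70 or more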;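 further: 0% = median of neutral control wells and 100% = median of positive control wells; values of inactives mirror those of a sister screen read the other way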
NSD2 HMT inh: NSD2 (human) methyltransferase inhibition; O96028; NSD2 peptide methylation, AlphaScreen, 120 min; inhibition, % at 12.5 µM; actives 0.54% (n = 310,000); in the data active means inhibition above about 50%
The depositor's hits bear a star; x = not tested or not shown.

Second line of a record: dFosB activator	PKA-R1A activ	DSG3 Ab inh	PKA-R2B act	Mot1-301 SUMO	MITF act	CDK5 p35 inh	Arrestin-AP2 inh	SR-BI uptake up	SR-BI DiI inh	NSD2 HMT inh
#1 Cn1c(=O)c2c(nc(CN3CCN(C(c4ccccc4)c4ccccc4)CC3)n2CC(N)=O)n(C)c1=O
  -6.5	1.9	92.4	5.2	2.9	13.2	3.1	20.6	34.0	-34.0	0.4
#2 COc1nnc(-c2ccc(N3CCCCC3)c(NC(=O)COc3ccccc3)c2)c2ccccc12
  -3.7	6.5	97.2	-7.0	x	5.5	-0.2	-13.3	x	x	x
#3 NN=C1C(=O)c2cccc3cccc1c23
  -3.5	-2.1	91.3	-4.0	x	-19.8	3.7	6.9	-11.9	11.9	1.0
#4 CC1CCCC(NC(=O)C2CCN(S(=O)(=O)N3CCCCC3)CC2)C1C (stereo not drawn)
  1.3	0.2	100.5	-2.5	237.0	6.7	0.0	29.0	-4.7	4.7	-1.8
#5 Cc1ccnc(SCc2cc(=O)c(OC(=O)c3cccs3)co2)n1
  -2.1	-0.1	84.4	-5.7	271.9	-1.6	-0.4	-14.0	17.2	-17.2	1.1
#6 Cc1ccc(/C=N\NC(=O)C2CC(=O)N(c3ccccc3)C2)o1 (stereo not drawn)
  -1.8	x	99.8	x	11.5	x	1.5	2.0	7.0	-7.0	-1.7
#7 S=C(Nc1ccc2c(c1)OCO2)Nc1ccc2c(c1)OCO2
  0.4	-13.8	97.1	-2.5	-4.4	31.4	-0.1	2.2	23.1	-23.1	4.0
#8 COc1ccc(C)c2sc(=NC(=O)c3cccc(N4C(=O)CCC4=O)c3)n(C)c12
  -13.1	-8.6	90.4	-9.7	-12.5	54.9	-1.3	29.2	x	x	-8.2
#9 CCn1c(CC(=O)Nc2ccccc2)nnc1SCC(=O)Nc1nncs1
  -6.8	7.0	114.9	3.3	-6.9	-0.6	-0.3	-10.0	-4.8	4.8	-5.2
#10 O=C(N=C1c2ccccc2CN1c1ccccc1)c1cccc([N+](=O)[O-])c1
  -8.1	-5.3	92.8	-9.8	-10.1	8.7	1.4	-4.2	-14.2	14.2	-1.4
#11 Cc1cccc(NC(=O)Cn2c(C)c(C#N)c3ccccc32)c1C
  31.7*	-7.1	106.9	3.3	-9.7	-8.8	-0.4	-5.1	-38.5	38.5	-2.6
#12 CCc1nc(NCCN2CCOCC2)c2oc3ccccc3c2n1
  2.7	-16.5	99.1	-10.3	-1.6	-12.4	-1.1	3.9	20.5	-20.5	-0.3
#13 O=C(O)c1ccc2c(c1)C(=O)N(CCc1ccccc1)C2=O
  -1.2	-12.7	112.1	-4.2	15.4	4.6	0.3	6.5	21.5	-21.5	-2.9
#14 O=C(O)c1nn(CC(=O)N2CCN(S(=O)(=O)c3ccc(Cl)cc3)CC2)c(=O)c2ccccc12
  30.1*	4.8	97.4	1.8	97.6	1.6	2.2	25.7	x	x	x
#15 Cc1ccc(NC(=O)CNc2ccccc2CN(C)C2CCCCC2)cc1
  -9.3	8.4	103.5	-4.3	-15.6	-1.8	-2.5	10.0	-8.7	8.7	10.9
#16 Cc1cc(C)n2nc(C(=O)OCC(=O)NCc3ccccc3)nc2n1
  4.2	-1.6	x	0.7	6.2	7.3	0.7	-18.2	4.9	-4.9	0.3
#17 Cc1nc(Cl)c2c(n1)NC1=C(O2)C(=O)CCC1
  -1.4	2.2	82.3	0.7	-24.6	5.2	1.1	2.6	9.3	-9.3	0.4
#18 O=C(COc1ccccc1Cl)NCc1ccccc1
  -4.3	2.6	101.6	-1.0	5.6	x	0.3	2.3	-9.3	9.3	0.0
#19 O=C(NCc1cccs1)C1CCCN1C(=O)Nc1ccccc1 (stereo not drawn)
  0.0	-14.9	97.8	2.9	-4.1	-8.5	1.9	8.6	36.1	-36.1	-2.7
#20 O=S(c1ccc2ccccc2c1)c1cnns1 (stereo not drawn)
  -6.8	6.9	101.9	-3.0	12.2	-25.0	1.4	27.2	-5.3	5.3	5.3
#21 COc1ccc(OC)c(-c2csc(NC(=O)Cc3ccc(F)cc3)n2)c1
  -5.0	-3.6	101.3	4.1	106.9	0.9	-1.1	17.0	x	x	-0.2
#22 Nc1ncnc2c1ncn2[C@@H]1O[C@H](CNC(=O)[C@@H](N)C2CCCCC2)[C@@H](O)[C@H]1O
  1.9	-1.4	99.2	3.5	x	17.3	0.5	-8.0	-10.3	10.3	x
#23 CC(C)c1nnc(NC(=O)C2CCCN2C(=O)Nc2ccccc2[N+](=O)[O-])s1 (stereo not drawn)
  -6.3	-4.3	99.7	-4.4	-10.6	-0.9	-6.8	-3.9	x	x	-0.1
#24 CCCN(CCC)CCCNC(=S)Nc1ccc2nc(N3CCN(CC)CC3)cc(C)c2c1
  13.0	-3.1	95.2	-5.5	2.4	17.4	-0.5	37.0	x	x	69.7*
#25 O=C(Cn1cnc2c(nnn2Cc2ccccc2)c1=O)N1CCCc2ccccc21
  -9.3	5.7	105.0	-3.6	-1.3	3.9	-0.5	-6.8	7.1	-7.1	x
#26 COc1cc(-c2nc3ccccn3c2/N=C/c2cc(OC)c(O)cc2Cl)ccc1O
  -10.9	6.3	x	14.1	-1.2	1.9	-0.1	9.9	23.4	-23.4	29.7
#27 NC(=O)c1ccsc1NC(=O)COc1ccccc1
  -13.5	4.9	101.0	4.9	-26.0	70.2	2.2	7.9	10.6	-10.6	2.3
#28 CC(=O)c1cccc(NC(=O)Cc2coc3cc4c(cc23)CCC4)c1
  41.0*	-7.0	99.2	1.4	-1.2	-2.7	-1.5	21.5	16.2	-16.2	-2.6
#29 O=C(O)C1CCCN1S(=O)(=O)c1cccc2nsnc12 (stereo not drawn)
  -4.6	-7.9	108.8	-5.1	-9.0	-6.4	-1.0	18.7	18.1	-18.1	-4.0
#30 O=C1c2ccccc2C(=O)N1CCCCN(C(=O)c1cc2ccccc2oc1=O)c1ccc(Cl)cc1
  2.6	-4.8	125.6	-4.7	242.9	5.8	-0.6	-10.8	8.4	-8.4	-0.9
#31 O=C(O)c1ccccc1Nc1ccc([N+](=O)[O-])cc1
  2.7	-13.2	87.0	-0.9	-17.3	0.2	-3.7	-0.5	27.8	-27.8	3.5
#32 CC(=O)N1C2CCCCC2S[C@H]2CCCCC21 (stereo partly drawn)
  5.0	1.1	97.5	5.5	-21.3	0.3	0.1	24.6	8.1	-8.1	56.7*
#33 N#Cc1c(NC(=O)CSc2nnc(-c3ccncc3)n2CC2CCCO2)sc2c1CCCC2 (stereo not drawn)
  -5.0	-5.2	105.1	-2.5	-0.6	8.4	0.2	-6.6	-7.5	7.5	1.9
#34 CC(=O)NC1C2CN3CCN(C2)CC1(Cc1ccccc1)C3 (stereo not drawn)
  3.0	1.4	110.5	-6.4	x	-6.6	-0.7	-6.7	10.0	-10.0	-2.0
#35 CC(C)=CC(=O)OCC(=O)Nc1cc(C)ccc1C
  -7.7	-9.4	112.0	-13.1	-9.2	7.7	-2.7	-15.5	12.4	-12.4	0.5
#36 O=C1CCC(C(=O)N2CCCO2)CN1Cc1cccc(C(F)(F)F)c1 (stereo not drawn)
  -5.6	-11.2	99.0	7.5	x	33.9	-0.2	-8.7	11.9	-11.9	-2.3
#37 COc1ccccc1CN(C(=O)c1ccco1)C(C(=O)NC1CCCC1)c1ccncc1 (stereo not drawn)
  -1.1	-13.1	97.5	-2.7	1.8	2.3	1.5	-4.3	17.2	-17.2	3.5
#38 O=C(Nc1ccnn1C1CCN(Cc2ccc(CO)o2)CC1)c1ccc2c(c1)OCO2
  -8.2	-7.3	108.7	2.9	-2.1	0.2	1.1	0.2	21.7	-21.7	9.8
#39 O=C(Nc1nc(-c2cccc([N+](=O)[O-])c2)cs1)C(c1ccccc1)c1ccccc1
  8.9	2.1	94.5	10.1	x	-3.9	-1.4	-59.4	-19.4	19.4	-0.3
#40 COc1ccc(OC)c(NC(=O)Nc2cc(NC(=O)Nc3cc(OC)ccc3OC)c(C)nc2C)c1
  -2.3	10.3	131.4	-5.5	21.4	-13.8	-0.6	33.3	-6.1	6.1	-1.5
#41 COc1ccc(C(=O)Nc2ccnn2C2CCN(Cc3cccnc3)CC2)cc1
  -5.3	5.0	x	-5.5	5.3	-1.0	-1.5	-8.7	6.6	-6.6	-6.5
#42 NS(=O)(=O)c1ccc(C(=O)O)cc1
  3.0	-0.8	102.0	7.5	33.0	0.7	-0.2	-7.7	7.6	-7.6	x
#43 O=C1c2ccccc2C(=O)N1Cc1cccnc1
  6.0	1.3	97.0	-4.0	-4.1	-1.4	-1.1	-4.7	17.0	-17.0	-2.3
#44 COc1cc(C(=O)N2CCC(c3nc(-c4cccnc4)no3)CC2)cc(OC)c1OC
  -15.3	-5.9	101.8	5.2	5.7	-1.9	1.1	9.4	-16.1	16.1	4.0
